KCNQ1 act: potentiators or activators of human KCNQ1 potassium channel | P51787 | CHO-K1 KCNQ1, thallium flux FluxOR fluorescence; hits give high values | B-score at 10 µM | hit rate 0.35% among 310,000 | AID 2648;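 active means fluorescence ratio B-score, a plate-corrected score, at least three library SD, with initial intensity B-score within 5 SD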
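System: CHO-K1 cells stably expressing KCNQ1 / Medium: assay buffer for compound exposure, DMSO matched across wells / Reagent: thallium- and potassium-containing depolarizing buffer / Compound: one concentration, matched DMSO / Incubation: 20 min compound pretreatment at room temperature / Measured by: kinetic FluxOR fluorescence, 10 s baseline plus 110 s post-stimulus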
SKKanGAS inh: inhibitors of SKKanGAS S. pyogenes growth in kanamycin (SK-promoter or general growth effect). BacTiter-Glo, 6 h. inhibition, % at 7.5 µM. hit rate 1.3% among 300,000;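 active means mean replicate score, as percent of positive control median, at least 50; inconclusive means mean below 50 but one replicate at or above 50; inactive means mean and every replicate below 50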;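 further: strain carries kanamycin resistance gene driven by streptokinase promoter and grows in 40 µg/ml kanamycin; loss of luminescence reflects streptokinase promoter inhibition or plain growth inhibition; 0% = median of DMSO wells and 100% = positive control at its reference dose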
RGS4 block: human RGS4 inhibition | P49798 | HEK293 M3R/RGS4 inducible, Fluo-4 calcium flux; hits give high values; triggered by carbachol at its EC20 | B-score at 10 µM | hit rate 0.45% among 310,000 | AID 463165;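 active means B-score, a plate-corrected calcium signal, over three deviations above library mean, with baseline fluorescence within five deviations of library mean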;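 further: RGS4 expression induced by doxycycline in cells with stable M3 receptor; B-score is computed from the integrated fluorescence ratio over baseline after carbachol; higher B-score means a larger calcium signal and so more RGS4 inhibition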
KCNK9 block: inhibitors of human KCNK9 two-pore domain potassium channel. HEK293 KCNK9, FluxOR thallium flux fluorescence; hits give low values. B-score at 10 µM. hit rate 1.2% among 310,000. AID 488922;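 active means ratio B-score over 3 SD below the library mean, with starting fluorescence within 5 SD of its mean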;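 further: negative B-score means less thallium flux so channel inhibition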
ANO1 activ: mouse TMEM16A channel activation, primary screen; Q8BHY3; HEK293 TMEM16A/YFP-H148Q/I152L, iodide quench fluorescence; hits give low values; hit rate 0.3% among 340,000; AID 623877; B-score at 10 µM;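 active means fluorescence-ratio B-score plate-corrected deviation score at least 3 library SD below zero, with starting fluorescence score within 5 deviations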;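 further: channel opened by trigger with iodide after compound preincubation; score built on the fluorescence ratio of max minus min over baseline; more negative score means more quench and so TMEM16A activation or potentiation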
Target sequence (Q8BHY3 whole entry, looked up): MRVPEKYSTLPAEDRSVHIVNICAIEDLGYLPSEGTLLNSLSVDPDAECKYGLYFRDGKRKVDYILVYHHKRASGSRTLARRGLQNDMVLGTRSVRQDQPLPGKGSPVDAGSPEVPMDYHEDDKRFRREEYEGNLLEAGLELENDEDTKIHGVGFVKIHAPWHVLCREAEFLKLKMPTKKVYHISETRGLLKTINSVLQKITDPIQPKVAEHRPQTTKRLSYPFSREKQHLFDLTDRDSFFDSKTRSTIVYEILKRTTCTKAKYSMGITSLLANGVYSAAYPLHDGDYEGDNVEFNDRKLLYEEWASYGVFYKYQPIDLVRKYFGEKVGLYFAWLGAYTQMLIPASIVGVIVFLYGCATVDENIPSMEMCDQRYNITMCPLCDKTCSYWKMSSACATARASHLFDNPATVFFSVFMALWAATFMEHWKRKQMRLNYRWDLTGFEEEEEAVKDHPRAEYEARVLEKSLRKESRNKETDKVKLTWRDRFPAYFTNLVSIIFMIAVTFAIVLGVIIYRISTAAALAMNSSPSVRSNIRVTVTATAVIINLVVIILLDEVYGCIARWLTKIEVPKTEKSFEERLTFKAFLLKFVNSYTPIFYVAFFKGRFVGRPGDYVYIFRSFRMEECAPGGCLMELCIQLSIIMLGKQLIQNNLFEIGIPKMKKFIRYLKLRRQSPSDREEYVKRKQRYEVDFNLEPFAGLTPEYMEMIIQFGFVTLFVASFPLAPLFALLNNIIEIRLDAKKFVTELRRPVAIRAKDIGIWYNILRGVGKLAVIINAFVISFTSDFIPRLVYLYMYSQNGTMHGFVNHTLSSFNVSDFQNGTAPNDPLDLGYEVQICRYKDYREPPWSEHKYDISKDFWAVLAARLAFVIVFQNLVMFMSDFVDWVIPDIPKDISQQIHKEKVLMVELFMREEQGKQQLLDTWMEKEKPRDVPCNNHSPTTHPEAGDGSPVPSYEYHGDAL
hERG rescue: hERG (human) protection from proarrhythmic block; Q12809; CHO-hERG, FluxOR thallium flux, dofetilide IC70 present; activation (rescue from dofetilide block), less the hit threshold, % at 10 µM; hit rate 0.51% among 310,000;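 active means activation above the mean of controls blocked by dofetilide plus 5 SD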;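 further: thallium influx through hERG after potassium depolarization seen as dye fluorescence rise; in these data hits start at about 4.7%; inactives centre near -7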
TMEM16A inh: mouse TMEM16A channel inhibition, primary screen. HEK293 TMEM16A/YFP iodide influx fluorescence, ionomycin. normalized B-score (activity score, 25-100; higher = stronger inhibition) at 10 µM. hit rate 1.2% among 310,000;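 active means ratio plate-corrected score three or more library SD toward inhibition, starting fluorescence score within five deviations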;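 further: score derived from kinetic fluorescence span divided by baseline fluorescence per well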
KCNQ1 block: blocks the human KCNQ1 potassium channel; B-score at 10 µM; hit rate 1.3% among 310,000; AID 2642; CHO-K1 KCNQ1, FluxOR thallium flux fluorescence; hits give high values;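 active means compounds whose thallium flux B-score, printed positive for inhibition, exceeds three library SD while starting fluorescence stays within three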;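 further: channel opened by potassium depolarization with thallium stimulus after 20 min compound exposure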
KCNK3 inh: human KCNK3 channel inhibition, primary screen | O14649 | CHO-KCNK3 thallium flux, FluxOR fluorescence; hits give low values | B-score at 10 µM | hit rate 0.84% among 340,000 | AID 602410;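 active means B-score under library mean minus 4 SD, starting fluorescence ratio at most library mean plus 5 SD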;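 further: more negative B-score means stronger inhibition of thallium flux through KCNK3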
HDAC3 inh: blocks human histone deacetylase 3 | O15379 | recombinant HDAC3, fluorogenic peptide/trypsin coupled, fluorescence | inhibition, % at 8.3 µM | hit rate 0.15% among 320,000; in the data active means inhibition above about 26%, passing the limit was not always enough; inconclusive means no clear call, values can overlap the other calls
RGS4 act: RGS4 potentiation or activation; B-score at 10 µM; hit rate 0.92% among 310,000; HEK293 M3R/inducible RGS4, carbachol calcium flux Fluo4; hits give low values; AID 463111;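 active means B-score of the integrated calcium signal more than 4 SD below the library mean, with starting fluorescence not abnormally high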;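 further: negative B-score means reduced calcium response which marks RGS4 activation or potentiation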
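test system = M3R-expressing HEK293 line, RGS4 induced by doxycycline | probe or stimulus = carbachol at ECmax as muscarinic agonist stimulus | timing = dye loading 30 min 37 °C, buffer rest 30 min RT | signal = calcium dye Fluo4 fluorescence | evaluation = B score from integrated fluorescence ratio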
Active calls of the source: *; i = inactive; ? = inconclusive; · = not tested or not shown; & = joins results of further samples.

SMILES	KCNQ1 act	SKKanGAS inh	RGS4 block	KCNK9 block	ANO1 activ	hERG rescue	TMEM16A inh	KCNQ1 block	KCNK3 inh	HDAC3 inh	RGS4 act
COc1cccc(-n2nc(C(=O)NCC3CCCO3)c3ccccc3c2=O)c1 (stereo not given)	i	0	i	i	i	-14	i	i	i	8	i
CCOc1cc(C)nc(NCc2ccccc2)n1	i	0	i	i	i	-7	i	i	i	2	i
Cc1cccc(OCC(=O)NC(Cc2c[nH]c3ccccc23)C(=O)O)c1C (stereo not given)	i	9	i	i	i	-4	i	i	i	0	i
CCn1c(=S)[nH]c2c(c1=O)C(C)(C)Cc1ccccc1-2	17*	-1	i	i	i	45*	·	i	i	·	i
Cc1ccc(C(=O)NN=C2CCCC2)cc1C	i	0	i	i	i	-8	i	i	i	-4	i
Cc1c(C(=O)NC2CCCc3ccccc32)oc2ccc(S(=O)(=O)N3CCCC3)cc12 (stereo not given)	i	8	i	i	i	-5	i	i	i	4	i
O=C(CSc1n[nH]c(=O)n1C1CC1)Nc1cc(Cl)ccc1Oc1ccccc1	i	-5	i	i	i	-16	i	i	i	-3	i
O=C(CSc1nnc(CNc2ccc(F)cc2)o1)N1CCN(C(=O)c2ccco2)CC1	i	4	i	i	i	-1	i	i	i	-2	i
COCCn1c(N)c(Sc2ccc([N+](=O)[O-])cc2)c(=O)[nH]c1=O	i	6	i	i	i	-15	i	i	i	2	i
Cc1cccc(C(=O)NNC(=O)C2CCCO2)c1 (stereo not given)	i	0	i	i	i	-2	i	i	i	-1	i
CC(Oc1ccc2c(-c3ccccc3)cc(=O)oc2c1)C(=O)O (stereo not given)	i	-3	i	i	i	-3	i	i	i	?	i
COC(=O)c1sccc1NC(=O)c1ccc(Cl)s1	i	6	i	i	i	3	i	i	i	5	i
Cc1ccc(S(=O)(=O)Nc2nc3ccccc3nc2Nc2cccc(S(=O)(=O)N3CCCC3)c2)cc1	i	66*	i	i	i	-16	i	i	i	·	i
COc1ccc(NC(=O)CN(c2cccc(C(F)(F)F)c2)S(C)(=O)=O)cc1OC	i	2	i	i	i	-12	i	i	i	-5	i
CC(C)N(Cc1ccccc1)C(=O)CN1C(=O)NC2(CCCc3ccccc32)C1=O (stereo not given)	i	-1	i	i	i	-7	i	i	i	3	i
CN(Cc1c(F)cccc1Cl)C(=O)C1CC(=O)N(CCc2ccccc2)C1 (stereo not given)	i	5	i	i	i	-12	i	i	i	1	i
O=C(COc1ccc(S(=O)(=O)NC2CCCCC2)cc1)NCc1cccnc1	i	-2	i	i	i	-4	i	i	i	-11	i
O=C(CC1Nc2ccccc2NC1=O)NCCCN1CCCCCC1 (stereo not given)	i	1	i	i	i	-7	i	i	i	2	i
COC(=O)C1=C(C)N(Cc2ccco2)C(=O)N[C@H]1c1ccc(Br)cc1	i	6	i	i	·	-1	i	i	·	-1	i
Cn1nccc1NC(=O)Nc1cccc(Cl)c1	i	-10	i	i	i	-1	i	i	i	1	i
COc1ccc(OC)c(/C=N/NC(=O)C(=O)N/N=C/c2cc(OC)ccc2OC)c1	i	-1	i	i	i	-1	i	i	i	2	i
O=C(O)/C=C\C(=O)Nc1ccc(Oc2ccccc2)cc1	i	2	i	i	i	-9	i	i	i	1	i
Cc1cccc(C(=O)N[C@H](C(=O)Nc2cc(S(=O)(=O)N3CCCCC3)ccc2C)C(C)C)c1	i	-14	i	i	i	-6	i	i	i	18	i
CC(=O)NC1=NN(c2ccccc2)C(=O)C1	i	-8	i	i	i	-9	i	i	i	5	i

Among those listed so far, these have a halogen:
SMILES	KCNQ1 act	SKKanGAS inh	RGS4 block	KCNK9 block	ANO1 activ	hERG rescue	TMEM16A inh	KCNQ1 block	KCNK3 inh	HDAC3 inh	RGS4 act
O=C(CSc1n[nH]c(=O)n1C1CC1)Nc1cc(Cl)ccc1Oc1ccccc1	i	-5	i	i	i	-16	i	i	i	-3	i
O=C(CSc1nnc(CNc2ccc(F)cc2)o1)N1CCN(C(=O)c2ccco2)CC1	i	4	i	i	i	-1	i	i	i	-2	i
COC(=O)c1sccc1NC(=O)c1ccc(Cl)s1	i	6	i	i	i	3	i	i	i	5	i
COc1ccc(NC(=O)CN(c2cccc(C(F)(F)F)c2)S(C)(=O)=O)cc1OC	i	2	i	i	i	-12	i	i	i	-5	i
CN(Cc1c(F)cccc1Cl)C(=O)C1CC(=O)N(CCc2ccccc2)C1 (stereo not given)	i	5	i	i	i	-12	i	i	i	1	i
COC(=O)C1=C(C)N(Cc2ccco2)C(=O)N[C@H]1c1ccc(Br)cc1	i	6	i	i	·	-1	i	i	·	-1	i
Cn1nccc1NC(=O)Nc1cccc(Cl)c1	i	-10	i	i	i	-1	i	i	i	1	i

Later entries.
SMILES	KCNQ1 act	SKKanGAS inh	RGS4 block	KCNK9 block	ANO1 activ	hERG rescue	TMEM16A inh	KCNQ1 block	KCNK3 inh	HDAC3 inh	RGS4 act
CCN1CCc2c(sc(NC(=O)c3ccc(S(=O)(=O)N(C)c4ccccc4)cc3)c2C(=O)NC)C1	i	10	i	i	i	-22	i	21*	i	8	-7.5*
CCc1c(C)nc2c(C#N)c[nH]n2c1=O	i	-3	i	i	i	-15	i	i	i	-3	i
Cc1cccc2c(C(=O)O)c3c(nc12)CCCCC3	i	-1	i	i	i	-2	i	i	i	7	i
CC(N=C(NC#N)Nc1ccncc1)C(C)(C)C (stereo not given)	i	-7&3	i	i	i	-4&-5	i	i	i	7&0	i
COc1ccc2sc3ccccc3c(=O)c2c1OC	i	-3	i	i	i	-8	i	i	i	6	i
Cc1cccc(C)c1OCCCCc1c(C)n[nH]c1C	i	-8	i	-8*	i	-24	i	i	i	4	i
CC(C)CNC(=O)NC(=O)COC(=O)COc1ccc(Cl)cc1Cl	i	4	i	i	i	-7	i	i	i	2	i
CCCCN(C(=O)CSc1nnc(-c2ccccc2)n1C)c1c(N)n(Cc2ccccc2)c(=O)[nH]c1=O	i	2	i	i	i	-6	i	i	i	-2	i
O=C(NCc1cccs1)C(NS(=O)(=O)c1cccc2nsnc12)c1ccccc1 (stereo not given)	i	-4	i	i	i	-18	i	i	i	-2	i
CC(C)(C)n1ncc2c(=O)n(Cc3ccc(Cl)cc3)cnc21	i	-5	i	i	i	-21	i	i	i	-6	i
O=[N+]([O-])c1cccc(CNC2CCCCCC2)c1	i	3	i	i	i	-11	i	i	i	-5	i
COc1ccc(OC)c(NC(=O)CCNS(=O)(=O)c2cccs2)c1	i	0	i	i	i	-11	i	i	i	4	i
CC1S/C(=N/N=C2CCC(C(C)(C)C)CC2)NC1=O (stereo not given)	i	1	i	i	i	-11	i	i	i	6	i
Clc1ccc2c(c1)C1OCCC1C(c1ccco1)N2 (stereo not given)	i	0	i	i	i	-6	i	i	i	-12	i
CC(C)(CC(=O)O)CC(=O)NNc1ncccc1C#N	i	9	i	i	i	-2	i	i	i	1	i
CC1=C(C(=O)Nc2ccccc2)C(c2ccco2)C(C#N)=C(SCC(=O)Nc2cccc(C)c2C)N1 (stereo not given)	i	10	i	i	i	-7	i	i	i	1	i
Cc1ccc(-c2nn3c(C)nnc3s2)cc1NC(=O)c1cccs1	i	0	i	i	i	-13	i	i	i	0	i
COc1ccc(CCNC(=O)C2CCN(C(=O)c3ccc(F)cc3)CC2)cc1OC	i	0	i	i	i	-3	i	i	i	14	i
Cc1nnc(NC(=O)CCCOc2ccccc2)s1	i	1	i	i	i	-14	i	i	i	-3	i
CCN(CC)C(=O)c1ccccc1NS(=O)(=O)c1ccc(C)cc1	i	1	i	i	i	-11	i	i	i	2	i
CCn1c(C)nc2cc(NC(=O)Nc3cccc(C(C)=O)c3)ccc21	i	6	i	i	i	-7	i	i	i	1	i
COc1ccc(-n2c(COc3cccc4ccccc34)nnc2SC(C)C(=O)O)cc1 (stereo not given)	i	-12	i	i	i	-15	i	i	i	0	i
NS(=O)(=O)c1ccc(NC(=O)/C=C/c2cccc(Cl)c2)cc1	i	-8	i	i	i	-1	i	i	i	9	i
COCCNC(=O)CCC1CCN(Cc2cccc(Oc3ccccc3)c2)CC1	i	-1	i	i	i	-4	i	i	i	2	i
CCCCc1cc2c(c(NC(=O)CC)n1)c(=O)oc1ccccc12	i	-2	i	i	i	-3	·	i	i	·	i
O=C(Nc1ccn(Cc2ccc(Cl)cc2)n1)c1ccccc1	i	3	i	i	i	-12	25*	i	i	?	i
CCCOc1ccc(-c2c(=O)n(OCc3ccc([N+](=O)[O-])cc3)c3ccccc3[n+]2[O-])cc1	i	11	i	-11*	i	-4	i	i	i	-5	i
CC(CN1CCOCC1)OC(=O)c1cccc(Br)c1 (stereo not given)	i	-2	i	i	i	-9	i	i	i	0	i
COC(=O)C1=CN(CC2CCCO2)C=C(C(=O)OC)C1c1cc(OC)c(OC)c(OC)c1 (stereo not given)	i	2	i	i	·	-9	i	i	i	-21	i
O=S(=O)(NCCC1=CCCCC1)c1cccc(Br)c1	i	-10	i	i	i	-15	i	i	i	·	i
OCC1OC(Oc2c[nH]c3ccccc23)C(O)C(O)C1O (stereo not given)	i	-4	i	i	i	-6	i	i	i	-11	i
Cc1cc(C(=O)CSc2nc3ccccc3[nH]2)c(C)n1CC1CCCO1 (stereo not given)	i	-7	i	i	i	-24	25*	i	i	0	i
O=C(O)c1ccc(Oc2cccc([N+](=O)[O-])c2)cc1C(=O)O	i	-4	i	i	i	-8	i	i	i	-1	i
Cc1ccc(N(C(=O)CNC(=O)c2ccco2)C(C(=O)NC2CCCC2)c2cccnc2)cc1C (stereo not given)	i	2	i	i	i	-2	i	i	i	-3	i
CN1CCN(C(=O)CSc2cc(=O)n(C)c3ccccc23)CC1	i	-1	i	i	i	-9	i	i	i	5	i
CC(/C=C/c1ccco1)=N/NC(=O)CNc1ccccc1C	i	-4	i	i	i	-9	i	i	i	-2	i
CCC(C)n1c(=O)c(C(=O)Nc2ccccc2S(N)(=O)=O)c(O)c2ccccc21 (stereo not given)	i	42	i	i	i	-8	i	i	i	-9	i
Cc1ccc2[nH]c(=O)c(N3CCOCC3)c(-c3ccccc3)c2c1	i	0	i	i	i	-11	i	i	i	4	i

Compound activity (PubChem BioAssay)
